Source: PubChem (several laboratories)
M. tuberculosis GlmU: inhibition of mycobacterial GlmU enzyme – biochemical, glucosamine-1-phosphate acetyltransferase (AID 1376); 0.25% of 220,000 active; Bifunctional protein GlmU (Mycobacterium tuberculosis (strain ATCC 25618 / H37Rv)); inhibition, %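 (tested at 30 µM in the primary screen)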, or IC50 in µM where a hit was titrated; M. tuberculosis GlmU acetyltransferase enzyme assay; higher % means a stronger effect; in the data active = inhibition above about 13%; inconclusive = no clear call, values can overlap the other calls;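 note: 0% = complete reaction with vehicle and 100% = reaction without substrate; strong numbers were not always called active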
Mtb RmlCD inh: M. tuberculosis RmlC/RmlD coupled enzyme inhibitors, primary screen, biochemical, compound mixtures, 384-well, from 1536-well plates | RmlC+RmlD coupled enzyme assay, percent inhibition; primary screen in compound mixtures | AID 1533, 2009 | dTDP-4-dehydrorhamnose reductase (Mycobacterium tuberculosis (strain ATCC 25618 / H37Rv)) … | 0.03% of 160,000 active | inhibition, % at 3.6 µM; in the data active = inhibition mostly above about 34%, no sharp cut-off; inconclusive = no clear call, values can overlap the other calls; inactive = mostly below about 22%; note: some results filed as inactive read as strong as hits
Target sequence (P9WH09 whole entry, looked up): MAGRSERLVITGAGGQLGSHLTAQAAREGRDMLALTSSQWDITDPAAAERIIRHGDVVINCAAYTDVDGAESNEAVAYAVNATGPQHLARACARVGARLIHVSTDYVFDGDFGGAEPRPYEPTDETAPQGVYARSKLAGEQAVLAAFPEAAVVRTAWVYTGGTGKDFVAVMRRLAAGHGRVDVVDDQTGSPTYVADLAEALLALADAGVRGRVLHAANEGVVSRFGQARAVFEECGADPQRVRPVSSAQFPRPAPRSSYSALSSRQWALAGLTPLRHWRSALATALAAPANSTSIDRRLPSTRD
Target sequence (P9WH11 whole entry, looked up): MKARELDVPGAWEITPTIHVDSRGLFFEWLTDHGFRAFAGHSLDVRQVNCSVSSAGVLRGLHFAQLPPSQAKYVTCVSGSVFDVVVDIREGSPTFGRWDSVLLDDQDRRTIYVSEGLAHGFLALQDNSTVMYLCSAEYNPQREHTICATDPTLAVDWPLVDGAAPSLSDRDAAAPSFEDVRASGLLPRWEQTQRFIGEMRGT
The depositor's hits bear a star; ? = inconclusive; . = no result given; & = joins results of further samples.

The line under a structure holds: M. tuberculosis GlmU, Mtb RmlCD inh
> O=C(Nc1cc([N+](=O)[O-])ccc1Cl)c1ccc2c(c1)OCO2
    1.4%, .
> Cc1ccc2nc(NCCCNC(=O)c3cnccn3)c(C#N)cc2c1
    1.4%, ?
> COc1cc(/C=N\NC(=O)CNC(=O)C(c2ccccc2)c2ccccc2)ccc1O
    -2.5%, .
> COc1cc(OC)nc(NC(=O)NS(=O)(=O)c2ccc(F)cc2)n1
    2.3%, .
> COc1ccc(OCc2cccc(C(=O)NN)c2)cc1
    -5.4%, 5
> O=C(NC1CCCC1)C(c1cccs1)N(Cc1ccco1)C(=O)c1csnn1 (stereo unspecified)
    -4.2%, 18
> O=C1CCCC2=C1C(c1c(Cl)nc3sccn13)C1=C(CCCC1=O)N2
    2.9%, .
> CN(C)/C=N/c1[nH]ncc1C#N
    6.7%, 9
> O=C(O)CCc1ccc(-c2ccc(Cl)cc2)n1NC(=O)c1ccc(O)cc1
    3.4%, -9
> COc1cc(CO)ccc1OCC(=O)Nc1ccc(Br)cc1
    2.5%, 5
> CNC(=O)CN1C(=O)NC2(CCc3ccccc32)C1=O (stereo unspecified)
    -2.1%, .
> COc1ccc(C2Nc3ccccc3C(=O)N2c2ccc(C)cc2)cc1Cn1cc([N+](=O)[O-])cn1 (stereo unspecified)
    0.2%, .
> Cc1cc(C)n(CCC(=O)N/N=C/c2c(O)ccc3ccccc23)n1
    1.5%, 4
> CC(=O)Nc1nc2c(c3c1c(=O)oc1ccccc13)CC(C)CC2 (stereo unspecified)
    -7.0%, .
> O=C(C1CCC1)N1CCc2cc(S(=O)(=O)Nc3ccc4c(c3)OCCO4)ccc21
    -4.1%, -10
> Cc1ccc2[nH]c(O)c(N=NC(=O)c3ccc(NS(=O)(=O)c4cccs4)cc3)c2c1
    2.9%, .
> Cc1ccc2nc(SCC(=O)Nc3ccc(C(N)=O)cc3)[nH]c2c1
    -2.8%, -6
> COc1ccc(-c2noc(C3CCCN(C(=O)c4ccc(C)cc4)C3)n2)cc1 (stereo unspecified)
    1.6%, -7
> CN(C)CCCOC(=O)c1ccccc1Cl
    1.7%, .
> CN(C)[C@@H](CO)c1nnc([C@H](CC(=O)O)NC(=O)C2CCNCC2)o1
    -0.6%, .
> CCOC(=O)C1(Cc2cccc(F)c2)CCN(C(=O)C2CCOCC2)CC1
    0.4%, -5
> Nc1c(N(CCO)C(=O)COc2ccc(Cl)cc2)c(=O)[nH]c(=O)n1Cc1ccccc1
    1.9%, .
> CC(=O)Cn1c2ccccc2n2nc(CCC(=O)O)c(=O)nc12
    2.5%, -10
> Cc1nc2cc(NC(=O)NC3CC3)ccc2n1C
    0.3%, .
> Cc1ccsc1/C=N/NC(=O)CNC(=O)c1ccc(S(=O)(=O)N(C)C)cc1
    2.1%, -9
> Cc1cccc2cc(C(c3nnnn3CC3CCCO3)N3CCc4ccccc4C3)c(=O)[nH]c12 (stereo unspecified)
    ., -6
> O=C(O)COCC(=O)NCc1nc(-c2ccc(C(F)(F)F)cc2)no1
    1.0%, -7
> Cc1ccc(NC(=O)COc2ccc(-n3cnnn3)cc2)cc1C
    1.5%, .
> Cc1cccc(C)c1NC(=O)CN(C)CC(=O)Nc1ccc(F)c(Cl)c1
    4.6%, -10
> CC(Oc1ccc(-c2ccccc2)cc1)C(=O)N1CCOCC1 (stereo unspecified)
    2.7%, .
> CCc1ccc(NC(=O)CN(c2cccc(C)c2)S(C)(=O)=O)cc1
    -0.9%, .
> CCN(C(=O)CSc1nc(-c2ccccc2)c(-c2ccccc2)[nH]1)C1CCS(=O)(=O)C1 (stereo unspecified)
    3.6%, .
> Nc1nc(NCC2CCCO2)nc(NCC2CCCO2)c1[N+](=O)[O-] (stereo unspecified)
    -2.8%, -6
> N#Cc1c(C(F)(F)F)cc(-c2ccccc2)nc1SCC(=O)N1CCOCC1
    1.7%, 6
> COC(=O)c1ccc(C23CC4(C2)[C@H](CN(C)[C@@H]4c2ccccc2)C3c2ccc(C(F)(F)F)cc2)cc1 (stereo partly specified)
    1.7%, .
> COc1ccc(CNC(=O)C(=O)NCC2OCCN2S(=O)(=O)c2cccs2)cc1 (stereo unspecified)
    1.7%, .
> Cn1c(=O)c2c(ncn2CC(O)CNc2ccc(F)cc2)n(C)c1=O (stereo unspecified)
    5.2%, -7
> O=C1CCCc2c1cc(C(=O)NCCCN1CCOCC1)c(=O)n2-c1ccc(Cl)cc1
    -1.1%, .
> O=S(=O)(c1ccc(NCc2ccc(F)cc2)nc1)N1CCCC1
    3.4%, -8
> CCN(CC)CCNC(=O)c1ccc(Cl)c(S(=O)(=O)Nc2ccccc2OC)c1
    0.6%, 2
> CCOC(=O)Cn1cnc2c(nnn2Cc2ccc(Cl)cc2)c1=O
    -0.2%, -8
> Nc1ccc(/C=C/C(=O)c2ccco2)cc1
    2.6%, -11
> CSc1ncc(/C=C2/C(=O)NC(=O)N(C3CCCCC3)C2=O)cn1
    -1.9%, .
> COc1ccc(C2CC(c3ccccc3)=NN2C(=O)COC(=O)c2ccc(Cl)nc2)cc1 (stereo unspecified)
    2.2%, 4
> CNC(=O)/C(C#N)=C/c1cn(CC(=O)NCc2ccco2)c2ccccc12
    -1.1%, -13
> COC(=O)c1cc(NC(=O)c2ccc([N+](=O)[O-])cc2)c(=O)oc1C
    2.0%, .
> CCC(=O)n1nc(-c2ccco2)nc1SCc1ccccc1
    3.0%, 22
> Cn1c(C(=O)N2CCN(Cc3ccc4c(c3)OCO4)CC2)cc2c(=O)n(C)c3ccccc3c21
    -2.2%, 5
> CC(NC(=O)NCCCn1ccnc1)(C(F)(F)F)C(F)(F)F
    -2.1%, 1
> CC(C)(C)n1nnnc1CN1CCN(C2CCCC2)CC1
    5.1%, 8

New compounds follow:
The line under a structure holds: M. tuberculosis GlmU, Mtb RmlCD inh
> Cc1ccc(C(=O)Nc2cc(=O)n(C)c(=O)n2C)cc1C
    8.1%, -5
> O=C(N/N=C1\CCc2ccccc21)c1ccc(O)cc1
    0.7%, 3
> Cc1ccc(N2C(=O)N(CC(=O)N3CCCc4ccccc43)C(=O)C2C)cc1 (stereo unspecified)
    1.4%, .
> CC(C)NC(=O)C1CCN(C2CCN(C(=O)C3=CCCC3)CC2)CC1
    -0.9%, 14
> COC(=O)Nc1sc2c(c1C(=O)NCc1ccco1)CCCC2
    0.6%, .
> Cc1ccc(NC(=S)N(C)C)cc1C
    4.6%, 6
> O=[N+]([O-])c1ccc(Cl)c(/C=N/NC(=S)Nc2ccccc2)c1
    3.9%, 21
> CN(C)c1ccnc(NCc2ccccc2)c1C#N
    1.2%, .
> O=C(CN1CCCCCCC1)N/N=C/c1ccc(F)c(F)c1
    -2.7%, 6
> CCOC(=O)c1ccc(NC(=O)Cn2nnc(-c3ccc(C)cc3)n2)cc1
    -0.1%, -9
> CSc1nc(SCCN(C)C)c2c3c(sc2n1)COC(C)(C)C3
    2.8%, .
> CCOc1cc(/C=N\NC(=O)C2C(=O)NCC2c2ccccc2)ccc1OC (stereo unspecified)
    -3.9%, 12
> Cc1nc(Nc2nc3ccccc3o2)nc2c1CCC2
    2.1%, .
> Cc1ccc2nsnc2c1S(=O)(=O)NCCc1c(C)[nH]c2ccc(F)cc12
    -0.6%, .
> CCCCN(CC)CCCNC(=O)Cn1nc(Cc2ccncc2)c2ccccc2c1=O
    -2.4%, -3
> COC(=O)/C=C/c1ccc2c(c1)S(=O)(=O)N(c1cccc(OC)c1)[C@H]2CC(=O)OC
    -5.5%, .
> Cc1ccc2c(c1)/C(=N/OC(=O)c1ccc(F)cc1)CCS2
    4.7%, 2
> CCN(CC)C(=S)SCC(=O)Nc1ncc2c(n1)CC(C)(C)CC2=O
    7.4%, .
> COc1ccc(C(=O)CSc2n[nH]c(-c3ccco3)n2)cc1
    4.5%, 2
> CSC1=N/C(=C\c2ccc(C)s2)C(=O)S1
    1.5%, 0
> S=C(Nc1ccccc1)NC1CCN(Cc2ccccc2)CC1
    4.9%, 9
> CCOC(=O)N1C(=O)C2(CCCCC2)N(c2ccccc2Cl)C1=S
    1.8%, -7
> COc1ccccc1CNC(=O)COC(=O)Cn1cnc2ccccc21
    1.9%, .
> COC(=O)c1ccccc1N=C(SC)N(C)C
    2.0%, 19
> C#C[C@]1(O)CC[C@H]2[C@@H]3CCC4=C(CCC(=O)C4)[C@H]3CC[C@@]21C
    3.2%, .
> Cc1ccsc1C1Nc2ccc3ncccc3c2C2=C1C(=O)CC(C)(C)C2 (stereo unspecified)
    -4.8%, 11
> O=S(=O)(Nc1nc2ccccc2nc1N1CCc2ccccc2C1)c1ccc(Br)cc1
    6.8%, -9
> Cc1nn(-c2ccc(Cl)cc2)c2sc(C(=O)N3CCN(c4ccccn4)CC3)cc12
    -3.3%&-3.3%, -9
> CC(=O)Nc1ccc(S(=O)(=O)N2CCC(N(C)CCC(C)C)CC2)cc1
    0.7%, -10
> O=C(/C=C\c1ccco1)c1ccc(NC(=O)c2ccco2)cc1
    6.7%, 1
> O=c1cc(N2CCCCC2)c(-c2ccccc2)nn1Cc1ccc(Cl)cc1
    -4.2%, -5
> CC(C)NC(=O)CCCn1c(=S)[nH]c2cc3c(cc2c1=O)OCO3
    8.2%, 5
> CNCC(C)c1ccccc1 (stereo unspecified)
    -0.5%, 13
> CCCCC(=O)c1ccc(O)cc1
    -1.2%, -5
> COc1ccc(C(=O)Nc2ccc(N3CCC(C)CC3)cc2)cc1Br
    -4.6%, 9
> CCn1ncc([N+](=O)[O-])c1C(=O)Nc1ccc(C(=O)N2CCCCC2)cc1
    -3.8%, -7
> Cc1nc(CS(=O)(=O)c2ccc(Cl)cc2)cc(Sc2ccccc2Cl)n1
    5.8%, 11
> Cc1cc(C)n(-c2ccc(S(=O)(=O)N3CCCC3)cc2[N+](=O)[O-])n1
    4.9%, 6
> CCn1c(SCC(=O)N2CCN(S(=O)(=O)c3ccccc3)CC2)nnc1-c1cccs1
    0.1%, -6
> Cn1c(=O)cc(OCCCC(=O)NCc2ccc(F)cc2Cl)c2ccccc21
    1.4%, 2
> NC/C(=N\O)c1ccc(Cl)cc1Cl
    7.4%, .
> COc1ccc(OC)c(NC(=O)CC2SC(=N)N(c3ccccc3)C2=O)c1 (stereo unspecified)
    3.5%, 5
> COc1ccccc1NC(=O)CCc1c(C)[nH]c(=O)c(C#N)c1C
    -3.4%, 12
> O=C(OCCC1Oc2cccnc2NC1=O)c1ccc([N+](=O)[O-])cc1 (stereo unspecified)
    -0.1%, .
> COCCn1c(Cc2ccccc2)nnc1SCc1ccc([N+](=O)[O-])cc1
    1.2%, -10
> Fc1ccc(Oc2nc(-c3ccccc3)nnc2C(F)(F)F)cc1
    -1.1%, -6
> CN(Cc1c(C(=O)N(C)Cc2ccccc2)nc2ccccn12)CC1Cc2ccccc2O1 (stereo unspecified)
    -0.8%, .
> CCn1c(=O)cc(OCC(=O)NCc2cccnc2)c2ccccc21
    -3.1%, .
> C1=Cc2ccccc2Nc2ccccc21
    -0.5%, 0
> CCOc1ccc(S(=O)(=O)NCCC(=O)N2CCN(c3ccc(OC)cc3)CC2)cc1
    -9.5%, -5

Shown with each value named: entries from further up
COCCn1c(Cc2ccccc2)nnc1SCc1ccc([N+](=O)[O-])cc1
  M. tuberculosis GlmU = 1.2%
  Mtb RmlCD inh = -10
COc1ccccc1NC(=O)CCc1c(C)[nH]c(=O)c(C#N)c1C
  M. tuberculosis GlmU = -3.4%
  Mtb RmlCD inh = 12
O=C(OCCC1Oc2cccnc2NC1=O)c1ccc([N+](=O)[O-])cc1 (stereo unspecified)
  M. tuberculosis GlmU = -0.1%
  Mtb RmlCD inh = .

Following part
The line under a structure holds: M. tuberculosis GlmU, Mtb RmlCD inh
> O=c1[nH]c(=S)[nH]c2sccc12
    -4.0%, 7
> CCCCNC(=O)C1CCC(CNS(=O)(=O)c2ccc(NC(C)=O)cc2)CC1 (stereo unspecified)
    2.2%, .
> COc1ccc(/C=C/c2ccncc2)cc1
    2.3%, .
> COC(=O)c1cc(NC(=O)c2cccc(C(F)(F)F)c2)c(=O)oc1C/C=N/OCc1cccc(Cl)c1Cl
    -4.2%, .
> CSc1ccc(S(=O)(=O)Nc2ccc3c(c2)NC(=O)CC3)cc1
    2.0%, 4
> Cc1ccc(S(=O)(=O)Nc2cc(C(=O)Nc3cc(C)cc(C)c3)ccc2Cl)cc1
    3.0%, -1
> CC(NC(=O)CSc1nnc(COc2ccccc2)o1)c1ccccc1 (stereo unspecified)
    5.4%, 8
> CCOc1ccccc1NC(=O)N1CCC(c2nc3ccc(C)cc3[nH]2)CC1
    -7.4%, .
> CCC(=Nc1ccccc1O)C1=C(O)CC(c2ccccc2)CC1=O (stereo unspecified)
    2.2%, 7
> COc1ccc(CC(=O)NNC(=O)COc2ccc(Br)cc2C)cc1OC
    5.6%, -5
> COc1ccc(Cl)cc1NC(=O)c1nc2nc(C)cc(C(F)F)n2n1
    -6.5%, -7
> CC(CCc1ccccc1)NC(=O)c1ccco1 (stereo unspecified)
    4.2%, .
> O=C(N/N=C/C=C/c1ccc([N+](=O)[O-])cc1)C1COc2ccccc2O1 (stereo unspecified)
    -6.3%, 7
> CCOC(=O)c1nn(-c2ccccc2)c(C)c1C(C)=O
    1.1%, -8

Some of the compounds tested. The share of hits here may be higher or lower than overall.
